# TNAP inh hiacc: blocks human TNAP under high phosphate acceptor concentration; 0.03% of 200,000 active; P05186; purified TNAP, CDP-star luminescence, 1 M DEA; inhibition, % at 20 µM;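 active = over 50% inhibition of tissue-nonspecific alkaline phosphatase at 20 µM in the single-dose screen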;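 note: plate controls were DMSO wells for no effect and EDTA-quenched wells as full inhibition for full effect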
# Target sequence (P05186 whole entry, looked up): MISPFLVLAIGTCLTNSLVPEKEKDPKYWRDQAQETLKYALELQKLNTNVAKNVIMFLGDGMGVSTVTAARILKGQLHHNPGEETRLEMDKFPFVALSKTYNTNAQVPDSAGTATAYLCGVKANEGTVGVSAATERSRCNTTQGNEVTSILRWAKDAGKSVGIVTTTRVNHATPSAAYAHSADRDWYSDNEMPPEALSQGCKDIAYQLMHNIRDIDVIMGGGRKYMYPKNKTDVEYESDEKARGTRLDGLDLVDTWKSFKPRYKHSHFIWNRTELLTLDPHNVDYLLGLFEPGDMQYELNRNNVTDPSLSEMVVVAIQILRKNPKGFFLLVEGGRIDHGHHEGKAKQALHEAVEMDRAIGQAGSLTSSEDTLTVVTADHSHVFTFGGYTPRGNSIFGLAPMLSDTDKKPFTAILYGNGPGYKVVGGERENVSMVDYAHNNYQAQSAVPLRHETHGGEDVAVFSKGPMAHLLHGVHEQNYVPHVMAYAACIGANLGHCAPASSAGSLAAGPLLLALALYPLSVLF
# Diaph act CS: counter-screen for diaphorase-based assays: diaphorase activators and chemical reducers; Diaphorase/resazurin coupled assay, resorufin fluorescence, 16 min; stronger effect = higher value; 1 = vehicle wells, 0 = NADH-free wells; activation factor at 20 µM; 0.005% of 190,000 active; AID 1229;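 active = diaphorase activity raised at least twofold by the compound at 20 µM; inactive = activation factor below 2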
#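 Material: Clostridium kluyveri diaphorase, purified enzyme; Quantity: enzyme 0.07 U/mL final; Medium: HEPES pH 7.4 buffer with MgCl2 and Tween 20; Dosing: single compound dose of 20 µM, 1% DMSO final; Schedule: 16 min reaction at room temperature; Measured by: red resorufin fluorescence at 544/590 nm excitation/emission.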
# PMI activator: increases human mannose-6-phosphate isomerase activity | P34949 | purified human PMI, coupled resazurin fluorescence, 20 min; stronger effect = higher value; 1 = vehicle control, 0 substrate-free wells | activation factor at 20 µM | 0.005% of 190,000 active;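 active = activation factor of 2 or more at 20 µM, relative to plate controls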
# G6PDH counter: counter-screen for G6PDH assay hits: L. mesenteroides G6PDH inhibition | Purified L. mesenteroides G6PDH, diaphorase/resazurin coupled fluorescence, 45 min | inhibition, % at 5 µM | 0.12% of 200,000 active; in the data active = inhibition above about 50%
# Efa HMGR inh: blocks class II HMG-CoA reductase of Enterococcus faecalis | purified E. faecalis HMGR, NADPH absorbance 340 nm kinetic | inhibition, % at 10 µM | 0.41% of 190,000 active | AID 1066;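 active = inhibition above a set limit, the median over all tested compounds plus 3 SD, cut at about 9.5% in these data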;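 note: enzyme runs in reverse so mevalonate oxidation gives rising NADPH absorbance; 0% = complete reaction with DMSO and 100% = background rate lacking mevalonate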
# TNAP inh noacc: TNAP (human) inhibition, acceptor-free conditions | P05186 | purified TNAP, CDP-star luminescence, 30 min | inhibition, % at 20 µM | 0.26% of 200,000 active;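 active = tissue-nonspecific alkaline phosphatase inhibition above about 50% at 20 µM in the single-dose screen, limit read from the data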;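 note: 0% = DMSO negative control and 100% = EDTA positive control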
# TNAP act hiacc: activators of human TNAP at high phosphate acceptor concentration; activation factor at 20 µM; purified TNAP, CDP-star luminescence, 1 M DEA, 30 min; stronger effect = higher value; 0 = EDTA background, 1 = DMSO-only activity; 200,000 tested, under 10 active; AID 1136;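 active = activation factor at least 2 at 20 µM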
#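 Measured by: Luminescent substrate turnover signal | Test system: Human TNAP | Input: TNAP 1/800 final | Dosing: 20 µM single point | Schedule: 30 min, room temperature | Controls: EDTA wells as negative control, DMSO wells as positive control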
# Diaph inh CS: counter-screen for diaphorase-based assays: diaphorase inhibitors and chemical oxidizers. diaphorase resazurin-to-resorufin fluorescence, NADH, 16 min; bacterial (C. kluyveri) enzyme, not human. inhibition, % at 20 µM. 0.69% of 190,000 active;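 active = primary screen inhibition at 20 µM above a set limit, cut at about 50% in these data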;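 note: plate controls were DMSO with full reaction for no effect and wells lacking NADH for full effect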
#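 Assay system – diaphorase enzyme from Clostridium kluyveri · Amount – diaphorase 0.14 U/mL (working solution) · Times – reaction incubation of 16 min at room temperature · Controls – No-NADH positive control and DMSO neutral control · Signal – resorufin fluorescence 544/590 nm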
# PMI act hi M6P: PMI (human) activation, high substrate | coupled PMI enzyme assay, resazurin fluorescence, 20 min; stronger effect = higher value; 1 = untreated enzyme, 0 = substrate-free blank | activation factor at 20 µM | 0.34% of 190,000 active | AID 1216;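 active = activation factor of 2 or more at 20 µM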
#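 test system = human PMI in coupled enzyme assay | medium = HEPES-buffered pH 7.4 with magnesium and detergent | also added = 1.0 mM mannose-6-phosphate substrate with 0.22 mM NADP+ | compound = 20 µM single dose | times = 20 min incubation at room temperature | measured by = resorufin fluorescence (Ex 544/Em 590 nm) from resazurin via diaphorase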
# FLuc stim CS: firefly luciferase counter-screen for stimulation assays. 200,000 tested, under 10 active. activation factor at 10 µM. P08659. ATPlite luciferase biochemical, luminescence, 10 min; 0 = ATP-free wells, 1 = DMSO control;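 active = luciferase activation factor, scaled between plate controls, of at least 2 with compound at 10 µM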
# Target sequence (P08659 whole entry, looked up): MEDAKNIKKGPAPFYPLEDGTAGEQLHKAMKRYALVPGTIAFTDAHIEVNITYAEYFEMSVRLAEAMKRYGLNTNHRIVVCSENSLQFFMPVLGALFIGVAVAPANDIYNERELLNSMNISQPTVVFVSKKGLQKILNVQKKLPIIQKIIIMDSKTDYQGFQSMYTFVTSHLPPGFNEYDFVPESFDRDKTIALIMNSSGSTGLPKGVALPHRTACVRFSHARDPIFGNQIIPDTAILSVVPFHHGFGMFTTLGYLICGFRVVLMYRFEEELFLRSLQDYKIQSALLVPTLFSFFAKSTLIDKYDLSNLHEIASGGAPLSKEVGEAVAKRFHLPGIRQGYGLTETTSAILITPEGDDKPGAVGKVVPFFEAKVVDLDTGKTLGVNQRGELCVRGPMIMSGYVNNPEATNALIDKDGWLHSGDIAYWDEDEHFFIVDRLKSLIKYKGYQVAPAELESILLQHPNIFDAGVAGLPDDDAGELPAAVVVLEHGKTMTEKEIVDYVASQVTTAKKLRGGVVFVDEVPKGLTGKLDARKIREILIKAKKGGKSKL
#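 System: cell-free luciferase reagent; medium: PBS as buffer for the ATP substrate; doses: test compounds dosed from 2 mM stocks in 100% DMSO; incubation: 10 min, room temperature; measured by: luminescence from luciferase reaction; read-out: luciferase activation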
# * marks the source's active call; other numbers are inactive results; . = not tested or not shown.
# Order of results – Efa HMGR inh	TNAP inh noacc	Diaph act CS	TNAP act hiacc	FLuc stim CS	G6PDH counter	TNAP inh hiacc	PMI activator	PMI act hi M6P	Diaph inh CS
(1) COc1ccc(CNC(=O)c2ccc3c(=O)n(CCCN4CCCC4=O)c(=S)[nH]c3c2)cc1
→ 1	-8	0.9	1	1.1	1	-2	1.2	1.1	9
(2) COC(=O)CC1=C(C)C(=O)CC2C(C)(C)CCCC12C (configuration not stated)
→ -2	11	0.9	1.1	1.1	5	-6	1	1	6
(3) COCCNC(=O)C1CCC(=O)N(c2ccc(OC)cc2)C1c1ccc(OC)c(OC)c1 (configuration not stated)
→ -2	10	0.9	1.1	1.1	4	-6	1.1	1.1	8
(4) CCC(=O)Nc1ccc(S(=O)(=O)Nc2ncccn2)cc1
→ -3	3	1	1	1	2	-1	1.1	1	3
(5) Cc1ccn(CCC(=O)O)n1
→ 1	-9	0.8	1	1	5	-4	0.9	1	20
(6) Cc1ccc(NC(=O)c2snc3c(=O)[nH]cnc23)cc1C
→ 1	17	1	1.1	1	8	-6	1.2	1.2	3
(7) Cc1ccccc1CN(c1ccc(C(=O)Nc2ccccc2C(=O)N2CCCC2)cc1)S(C)(=O)=O
→ -1	0	1	1	1.1	-2	-5	1	1	-1
(8) O=c1[nH]c(/C=C/c2cccc3ccccc23)nc2ccccc12
→ -1	-13	1	1	1	12	-5	0.9	0.9	4
(9) CCOC(=O)C1(CCOc2ccccc2)CCN(Cc2cccc(-n3cccn3)c2)CC1
→ 0	-8	0.9	1.1	1.1	14	-7	1	0.9	10
(10) O=C(CCC(=O)OCc1ccc([N+](=O)[O-])cc1)Nc1ccccc1Cl
→ 0	-6	1.1	1	1	7	-4	1	1	-13
(11) C[C@H]1CN=C2N(CCNC(=O)CCC3CCCCC3)[C@H](Cc3ccc(O)cc3)CN21
→ -1	-3	0.9	1	1.1	7	-4	1	1	8
(12) N#Cc1ccc(CSc2nnc(-c3cccnc3)o2)cc1
→ -1	0	0.9	1	1.1	19	-1	0.9	1	8
(13) CCOC(=O)C(=O)CC(=O)c1ccc2c(c1)OCCO2
→ 0	-13	0.9	1.1	0.8	6	-6	0.9	0.9	13
(14) CCOc1cc(/C=C/c2cc(C(=O)O)c3ccccc3n2)ccc1O
→ 0	4	0.9	0.9	0.3	-3	13	1.2	1	6
(15) CC1(C)CC(=O)C2=C(C1)NCN(Cc1ccc3c(c1)OCO3)C2
→ -4	-1	1	1	1.1	-10	-3	1	1	-3

# Brought forward from above: 4 entries; new compounds follow.
# Order of results – Efa HMGR inh	TNAP inh noacc	Diaph act CS	TNAP act hiacc	FLuc stim CS	G6PDH counter	TNAP inh hiacc	PMI activator	PMI act hi M6P	Diaph inh CS
(12) N#Cc1ccc(CSc2nnc(-c3cccnc3)o2)cc1
→ -1	0	0.9	1	1.1	19	-1	0.9	1	8
(13) CCOC(=O)C(=O)CC(=O)c1ccc2c(c1)OCCO2
→ 0	-13	0.9	1.1	0.8	6	-6	0.9	0.9	13
(14) CCOc1cc(/C=C/c2cc(C(=O)O)c3ccccc3n2)ccc1O
→ 0	4	0.9	0.9	0.3	-3	13	1.2	1	6
(15) CC1(C)CC(=O)C2=C(C1)NCN(Cc1ccc3c(c1)OCO3)C2
→ -4	-1	1	1	1.1	-10	-3	1	1	-3
(16) CC(=O)c1c(C)[nH]c(C(=O)OCn2nnc3ccccc3c2=O)c1C
→ -5	-25	0.9	1	1.1	7	-4	1	1	10
(17) Cc1ccc(Nc2c(-c3ccccn3)nc3cc(C)ccn23)cc1
→ -7	-54	1.2	1.1	1	29	-11	1.3	1.3	-25
(18) CC(=O)N1C(=S)NC(=O)/C1=C1/C(=O)N(CC(=O)Nc2cccc(C)c2)c2ccccc21
→ -4	5	0.3	0.8	1	3	17	0.6	0.7	67*
(19) COc1ccc2c(c1)CC/C(=C\C=C\c1ccccc1OC)C2=O
→ -7	-3	0.6	1	0.5	18	2	0.9	0.5	36
(20) c1ccc(CSc2nnc(-c3ccco3)n2Cc2ccccc2)cc1
→ -5	-11	0.7	1.1	1	2	-8	0.8	0.8	32
(21) CCCn1nc2cc(C(=O)NCc3ccc(C)cc3)ccc2c1OC
→ 4	-8	0.9	1	1.1	3	2	1	1.1	6
(22) CC(C)Cc1nc(SCC(=O)NCc2ccccc2)n[nH]1
→ -2	35	0.9	1	1	18	-4	0.8	0.9	13
(23) O=C(NC1CCCCC1)N1CCC(c2nc3ccccc3[nH]2)CC1
→ -2	-10	0.9	1	1.1	12	-2	0.9	1	8
(24) COc1cc(/C=C(/C#N)c2nc3ccccc3[nH]2)ccc1Oc1ncccc1[N+](=O)[O-]
→ -10	-7	0.8	1	1	5	-2	0.9	0.9	20
(25) O=C(NCc1ccco1)c1ccc(=O)oc1
→ -1	-10	0.8	1	1	-6	-3	1	1	19
(26) COc1ccccc1N1CCN(C(=O)CN2C(=O)c3ccccc3C2=O)CC1
→ 0	-20	1.1	1.1	1	9	-6	1.2	1	-10
(27) Cc1cc(-n2c(=O)c(C#N)cc3c(=O)n4cccc(C)c4nc32)no1
→ -1	-17	0.9	1	1.1	-25	-3	1.1	1.2	14
(28) COc1cc(CNCCN2CCOCC2)ccc1OCC(=O)NC(C)(C)C
→ -8	-7	1.1	1	1	11	-4	1.2	1.1	-11
(29) Cc1ccc(S(N)(=O)=O)cc1NC(=O)/C=C/c1ccc2c(c1)OCO2
→ -1	-4	0.7	1	0.6	11	1	1	0.7	26
(30) CCC(=O)Nc1cccc(-c2cnc3ccccc3n2)c1
→ 0	-5	0.9	1	0.9	0	-1	1	1	6
(31) Cc1ccc(-n2nnnc2SCC(=O)N2CC(=O)Nc3ccccc32)cc1
→ -3	-4	0.9	1	1	8	1	0.9	1	14
(32) CCCCC(CCC(=O)O)(C(=O)OCC)c1csc(N)n1 (configuration not stated)
→ -6	-12	0.9	1.1	1.1	0	-9	1	1	12
(33) O=C(O)Cn1ncc2ccccc2c1=O
→ -1	-5	0.9	1	1	22	-4	1	1	9
(34) Cc1cc(C(=O)N/N=C/c2ccc(-c3cccc(Cl)c3Cl)o2)n[nH]1
→ -3	-23	1	1	1.1	-7	-2	1	1	-1
(35) COc1ccc(CNC(=O)c2ccc(NC(=O)C3CCCO3)cc2)cc1 (configuration not stated)
→ 2	-9	0.9	1	1	7	0	0.8	0.8	10
(36) CCOC(=O)c1c(NC(=O)C2c3ccccc3Oc3ccccc32)sc(C(N)=O)c1C
→ -2	-14	0.8	1.1	1.1	1	-12	0.9	0.9	16
(37) O=C(c1cnc2n(c1=O)CCS2)N1CCCc2ccccc21
→ -3	-14	0.8	1	1	4	-3	1.1	1	16
(38) O=C(O)COc1ccccc1C1C2C(=O)N(c3ccccc3)C(=O)C2ON1c1ccccc1 (configuration not stated)
→ -7	-7	0.9	1	1	2	-1	0.9	0.9	12
(39) Cc1ccc(CNC(=O)c2ccc3nc4[nH]c5ccccc5c4nc3c2)cc1
→ -1	2	1	1	1	-11	0	1	1	5
(40) CC(O)CNc1nc2ccccc2n1-c1ncnc2sc3c(c12)CCC3 (configuration not stated)
→ -4	-19	0.8	1.1	1.1	7	-11	0.9	0.9	17
(41) Nc1nc(CSCCO)nc(Nc2ccc(F)cc2)n1
→ -4	-4	0.7	1	1.1	-7	-3	0.8	0.8	29
(42) CCOc1ccc2oc(=O)cc(C)c2c1
→ -5	-7	0.9	1	1	6	-2	0.9	0.9	10
(43) O=C(O)c1ccc2c(c1)C(=O)N(C(Cc1ccc(O)cc1)C(=O)O)C2=O (configuration not stated)
→ -1	-1	0.9	1	1.1	9	-4	1.1	1.1	8
(44) O=C(CN1C(=O)c2ccccc2C1=O)Nc1sc2c(c1C(=O)NCC1CCCO1)CCC2 (configuration not stated)
→ -5	-7	0.8	1.1	1.1	3	-5	1	0.9	21
(45) CCCCN1C(=O)C2ON(c3ccccc3C)C(c3ccco3)C2C1=O (configuration not stated)
→ 1	-4	0.9	1	1	-4	-2	0.8	0.9	8
(46) O=C(Cc1ccc(Cl)c(Cl)c1)OCC(=O)c1ccc[nH]1
→ 0	-16	0.7	1	1	11	-2	0.9	0.9	25
(47) CC(C)CCOP(=O)(c1ccccc1)c1ccccc1
→ -3	-10	0.9	1.1	1.1	-3	-6	1	0.9	15
(48) O=C(NC1CCCCC1)N1CCc2[nH]c3ccccc3c2C1
→ -11	6	1	1.1	1	8	-10	1	1	-5
(49) O=S(=O)(c1ccc(Cl)cc1Cl)n1ccc2cccnc21
→ -4	-1	1	1	1	6	-3	1	0.9	1
(50) O=C1NC(=O)/C(=C\c2ccc(Sc3ccc(Cl)cc3)o2)N1
→ -8	-12	0.9	1	1.1	10	1	1	1	13
(51) O=C(c1ccco1)N1CCN(C2CCCC2)CC1
→ -4	-1	0.9	1.1	1.1	-7	-5	0.9	1	15
(52) O=C(Nc1ccccc1Cl)c1ccc(S(=O)(=O)N2CCOCC2)cc1
→ -4	-2	1	0.9	1	-3	5	1.2	1.1	0
(53) Cc1ccc(C(=O)NC2CCCCC2)cc1
→ -1	-10	1	1	0.7	1	-3	1	1	4
(54) COc1ccc(NC(=O)Nc2cc(C)ccc2OC)cc1
→ -2	-9	1	1	0.7	-6	-4	1	0.9	-1
(55) COc1cccc(C(=O)Nc2ccc(NC(=O)c3ccco3)cn2)c1
→ -5	-9	1.1	1	0.9	2	0	0.9	1	-5
(56) O=C(CCc1nnc(C2(c3ccc(Cl)cc3)CCC2)o1)NCCCn1cccn1
→ -4	-10	1	1	1	-1	-2	1	1.1	0
(57) COCCCN1C(=O)C(O)=C(C(=O)c2ccc(C)o2)C1c1cccc(Br)c1 (configuration not stated)
→ 2	-8	1	1.1	1.1	2	-6	1.1	1	-2
(58) COc1ccc(N(C(=O)Cn2nnc(-c3ccc(Cl)cc3)n2)C(C(=O)NCC2CCCO2)c2ccncc2)cc1 (configuration not stated)
→ 5	-7	.	1	1	7	-1	.	.	.
(59) CCN1CCN(Cc2ccc(NC(=O)Nc3ccc(OC)cc3)cc2)CC1
→ -6	-10	0.9	1	1	-1	-1	0.9	0.9	9
(60) O=C1CC(NC(=O)C(F)(F)F)c2cc3c(cc21)OCO3 (configuration not stated)
→ -7	-6	1.1	1	1	6	-5	1.1	1.1	-9
(61) Cc1ccc(C(=O)N2CCN(c3cnn(C)c(=O)c3Cl)CC2)cc1
→ -2	-8	0.9	1	1.1	2	-3	1	1	8
(62) c1ccc(CSc2nnc3ccc(-c4ccncc4)nn23)cc1
→ -2	-8	0.9	1	1	1	0	1	1	14

# Compound activity from PubChem BioAssay.
